Screens from PubChem BioAssay.
A549 viability: counter-screen for Nrf2 inhibitors: cytotoxicity in A549 cells; AID 504648; Potency, µM (top dose mostly 46 µM), inactives show top-dose activity change, negative = cytotoxicity, usual class: inhibitors; A549 ARE-Fluc cells, CellTiter-Fluor viability, 18-24 h; 0.16% of 390,000 active; note: % is set by controls: 0 for no effect and ±100 for the full control effect
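A549 ARE_Fluc cells in 5% FBS OPTI-MEM were exposed to compounds in concentration-response for 18-24 h at 37 deg C. Viability was read by CellTiter-Fluor fluorescence (Ex 405/Em 525) after 30 min, before the luciferase read.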
Nrf2 block: blocks Nrf2 signaling. A549 ARE-Fluc reporter, luciferase luminescence, 18-24 h. Potency, µM (highest dose often 46 µM), inactives show at the highest dose activity change, negative = inhibition, usual class: inhibitors. 2.1% of 360,000 active. AID 504444; note: % is set by controls: 0 for no effect and ±100 for the full control effect; nearly all actives have a fitted effect of over 60% in size
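Nrf2 function is reported as luminescence of an ARE-controlled luciferase in A549 cells. Compounds were tested at several concentrations, and a CellTiter-Fluor read on the same wells flagged cytotoxicity.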
ATXN2 expr inh: inhibitors of ATXN2 expression | Potency, µM (doses to about 57 µM), for the others: at the top dose activity change, negative = inhibition, usual class: inhibitors | 0.72% of 360,000 active | AID 1745845 | HEK-293 ATXN2-luciferase reporter, luminescence, 24 h; note: % is set by controls: 0 for no effect and ±100 for the full control effect; nearly all actives have a fitted effect of over 55% in size
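ATXN2-luciferase reporter cells (luciferase flanked by upstream and downstream ATXN2 gene portions) were treated 24 h at 37 °C with compounds at up to 57 uM. SteadyGlo luminescence gave expression; GF-AFC fluorescence gave viability.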
EPAC2 antag: blocks human EPAC2 exchange factor; EPAC2 GEF exchange of Rap1B-BODIPY-GDP, fluorescence; 0.18% of 360,000 active; Potency, µM (highest dose often 114 µM), inactives show at the highest dose activity, negative = inhibition, usual class: inhibitors; note: % is set by controls: 0 for no effect and ±100 for the full control effect; nearly all actives have a fitted effect of over 45% in size; many of its hits are not listed in these tables
Target sequence (Q8WZA2 whole entry, looked up): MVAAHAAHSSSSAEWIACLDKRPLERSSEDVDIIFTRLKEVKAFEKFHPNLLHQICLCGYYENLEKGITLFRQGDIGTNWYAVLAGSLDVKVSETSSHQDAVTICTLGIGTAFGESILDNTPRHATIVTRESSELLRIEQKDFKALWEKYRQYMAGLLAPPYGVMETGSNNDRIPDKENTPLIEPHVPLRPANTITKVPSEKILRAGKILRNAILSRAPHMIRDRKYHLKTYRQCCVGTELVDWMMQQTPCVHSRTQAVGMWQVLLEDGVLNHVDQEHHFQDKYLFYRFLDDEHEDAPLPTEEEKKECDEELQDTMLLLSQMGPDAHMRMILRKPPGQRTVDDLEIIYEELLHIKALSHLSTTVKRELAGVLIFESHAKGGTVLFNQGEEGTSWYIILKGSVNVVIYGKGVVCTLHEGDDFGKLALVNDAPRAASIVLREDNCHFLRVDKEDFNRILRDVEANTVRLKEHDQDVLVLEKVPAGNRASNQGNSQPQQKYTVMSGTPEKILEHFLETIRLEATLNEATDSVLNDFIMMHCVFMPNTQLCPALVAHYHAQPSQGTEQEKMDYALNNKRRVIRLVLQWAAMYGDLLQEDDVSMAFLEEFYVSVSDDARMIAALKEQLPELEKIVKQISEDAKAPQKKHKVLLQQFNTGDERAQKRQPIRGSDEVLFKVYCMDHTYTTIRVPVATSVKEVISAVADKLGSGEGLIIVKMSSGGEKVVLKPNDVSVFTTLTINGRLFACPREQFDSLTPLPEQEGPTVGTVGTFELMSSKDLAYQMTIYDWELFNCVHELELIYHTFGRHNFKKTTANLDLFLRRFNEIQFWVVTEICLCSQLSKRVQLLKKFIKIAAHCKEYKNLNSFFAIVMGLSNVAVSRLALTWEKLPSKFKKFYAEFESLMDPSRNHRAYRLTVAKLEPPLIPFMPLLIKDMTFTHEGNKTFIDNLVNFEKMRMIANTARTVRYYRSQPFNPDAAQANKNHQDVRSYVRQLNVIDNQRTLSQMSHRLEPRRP
HepG2 viability: HepG2 cytotoxicity, counter-screen for TGF-b inhibitors; HepG2 CAGA-GFP viability, ATP luminescence, 18 h; Potency, µM (series often up to 46.1 µM), for inactives: at the top dose activity change, negative = cytotoxicity, most hits filed as cytotoxic; 0.76% of 410,000 active; AID 588856; note: some results filed as inactive show a strong effect at the top dose
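CellTiter-Glo luminescence gave cytotoxicity after 18 hours at 37 degrees C. The cells were HepG2 CAGA-GFP in 1% FBS DMEM, stimulated with 500 pg/mL TGF-beta after compound addition. %Activity was normalised to no-cell wells (complete cell-killing) and DMSO (no toxicity), and curves were fitted and classified.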
TGFb inhibitor: inhibitors of TGF-b signaling; HepG2 CAGA-GFP TGF-b/SMAD3 reporter, GFP fluorescence, 18 h; TGF-beta stimulated, 500 pg/mL final; Potency, µM (titrated, usually from 46.1 µM), without a hit: at the top dose activity, negative = inhibition, most hits filed as inhibitors; 1.2% of 410,000 active; AID 588855; note: % is set by controls: 0 for no effect and ±100 for the full control effect; nearly all actives have a fitted effect of over 65% in size
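First, reporter cells (HEPG2 CAGA-GFP) rested 2 h at 37 degrees C. Next, compounds were pinned in and TGF-beta added to 500 pg/mL final. After 18 h, GFP was imaged per cell and summed per well.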
Nrf2 activator: activates Nrf2 signaling; 0.31% of 410,000 active; AREc32 ARE-luciferase reporter (MCF7-derived line), luminescence, 24 h; Potency, µM (highest dose often 46.1 µM), for the others: at the top dose activation, usual class: activators; note: % of control where 0% means no effect; nearly all actives have a fitted effect of over 65% in size
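For detection, Steady-Glo was added and plates sat 30 min at RT; before that, AREc32_Fluc cells grown overnight in OPTI-MEM/5% FBS had been treated with 23 nL compound for 24 hr at 37 deg C.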
S2 tox: cell viability loss in ATXN counter-screen; S2 cells (HEK-293 line with an ATXN2-luciferase reporter) viability, CellTiter-Fluor protease fluorescence, 24 h; Potency, µM (series often up to 56.7 µM), hits mostly cytotoxic; 0.49% of 400,000 active; AID 651635; note: nearly all actives have a fitted effect of over 40% in size
MCF10A rereplic: induces DNA re-replication in MCF 10a normal breast cells; MCF 10A DNA re-replication, Hoechst nuclear intensity, 48 h; Potency, µM (highest dose often 46.1 µM), for inactives: at the top dose activity, positive = re-replication, most hits filed as activators; 2.9% of 350,000 active; note: % of control where 0% means no effect; nearly all actives have a fitted effect of over 50% in size
* marks the source's active call; other numbers are inactive results; i = inactive; ? = inconclusive; nt = not tested or not shown; & = joins results of further samples; [ ] = dose if it differs, or a comment. Calls come from the whole dose curve; as a rule, active = well fitted curve in the direction sought with a large enough effect; inconclusive = small, poorly fitted or top-dose-only effect, or another doubt; inactive = no such curve, though single readings can be large; an effect the other way counts as inactive or inconclusive. Potency is the fitted concentration of half-maximal effect. An excerpt (hit frequency here may not be typical).

Values run as follows: A549 viability	Nrf2 block	ATXN2 expr inh	EPAC2 antag	HepG2 viability	TGFb inhibitor	Nrf2 activator	S2 tox	MCF10A rereplic
> CCOc1ccc(N(CC(=O)NCc2ccco2)C(=O)CCC(=O)Nc2nccs2)cc1
 : -8%	-1%	5%	6%	8%	-4%	0.5%	i	-3%
> CCCn1c(N)c(C(=O)CSc2nnc(C3CC3)n2Cc2ccccc2)c(=O)[nH]c1=O
 : -1%	nt	-3%	-2%	8%	7%	-0.3%	i	0%
> O=C(C=Cc1cccc(O)c1)c1ccccc1O
 : -21%	-5%	?	4%	-152%	?	21%	?	?
> COc1ccccc1OCc1nnc(SCC(=O)N2CCCCC2)o1
 : 1%	0%	-13%	15%	7%	5%	0.5%	nt	12%
> CCN(CC)c1ccc(/C=N/NC(=O)CNC(=O)C2COc3ccccc3O2)c(O)c1 (stereo not drawn)
 : -14%	23µM*	?	0%	-21%	?	0.2%	i	6.5µM*
> CCOC(=O)c1ccccc1NC(=O)Cn1c(=O)n(-c2ccc(CC)cc2)c(=O)c2c(C)c(C(=O)N(C)C)sc21
 : 5%	nt	nt	nt	0%	5%	-0.6%	nt	nt
> CC(C)Nc1ncnc2c1ncn2[C@H]1CN(Cc2cccnc2)C[C@@H](CO)O1
 : nt	nt	6%	0%	-1%	20%	-0.6%	i	nt
> CC(C)NC(=O)c1cc(-n2cnnc2)ccc1Cl
 : 1%	11%	6%	6%	-15%	-27%	-0.5%	?	-6%
> CCc1nc2c(OCCn3cccc3)cccn2c1N(C)C(=O)c1cccs1
 : nt	nt	-1%	8%	-5%	-5%	-0.4%	i	nt
> Cc1nc(SCc2ccccc2C#N)n[nH]1
 : 6%	4%	nt	5%	-37%	0%	0.0%	i	0%
> CCOC(=O)N1CCN(C(=O)CN(c2ccc(OCc3ccccc3)cc2)S(C)(=O)=O)CC1
 : -1%	nt	-8%	-2%	-1%	18%	0.0%	i	-14%
> Cc1ccc(-c2cn3cccnc3n2)cc1NC(=O)c1ccc(Br)o1
 : -11%	-17%	0%	-4%	-6%	17%	-0.9%	i	-1%
> Cc1oc(-c2ccoc2)nc1CN(CC1CCC(=O)N1)C(C)C (stereo not drawn)
 : 6%	-25%	-5%	-5%	-11%	-12%	1.6%	i	4%
> COc1ccc(C2c3c(n[nH]c3C)CC(C)(O)C2C(C)=O)cc1OC (stereo not drawn)
 : 1%	14%	4%	-1%	2%	2%	-0.7%	i	16%
> CCc1ccccc1NS(=O)(=O)c1cc2c3c(c1)CCN3C(=O)CC2
 : 0%	3%	11%	3%	0%	-6%	2.3%	i	7%
> CCOc1ccc(NC(=O)c2sc(N3CCOCC3)nc2-c2ccccc2)cc1
 : -5%	-6%	-13%	10%	5%	-15%	-0.5%	i	?
> CC(=O)Nc1cccc(NC(=O)CSc2nccn2Cc2ccc3c(c2)OCO3)c1
 : 11%	nt	nt	nt	-20%	?	0.6%	nt	nt
> CC(C)Oc1cccc(OCCN2C(=O)c3ccccc3C2=O)c1
 : 15%	?	1%	-5%	-1%	21%	1.1%	i	0%
> O=C(CSc1nnc(Cc2cc(=O)[nH]c(=O)[nH]2)n1-c1ccccc1)N1CCCCC1
 : -6%	2%	9%	10%	-5%	7%	0.0%	i	4%
> COc1ccc(C(=O)N/C(=C\c2ccccc2)C(=O)N2CCOCC2)cc1
 : -7%	-3%	-2%	11%	-1%	2%	-0.7%	?	-3%
> CC1(C(=O)NS(=O)(=O)c2ccc(Br)cc2)CCN1C(=O)CCc1cccs1 (stereo not drawn)
 : nt	nt	0%	8%	-5%	6%	-0.7%	i	nt
> CC(OC(=O)c1ccccc1C(=O)O)c1ccccc1 (stereo not drawn)
 : 12%	-4%	0%	8%	22%	-2%	-0.1%	i	-1%
> O=C(CCCOC(=O)c1ccc(O)cc1O)c1ccc(F)cc1
 : 0%	3%	-6%	-1%	-41%	0%	0.1%	i	14%
> Cc1ccc(NS(=O)(=O)c2ccc(C(=O)N3CCCCCC3)cc2)cc1
 : 3%	?	-13%	-3%	6%	?	0.1%	i	4%
> CCOC(=O)CC(NC(=O)c1cc2cc(Br)ccc2oc1=O)c1cccc([N+](=O)[O-])c1 (stereo not drawn)
 : 1%	9%	0%	11%	-1%	19%	-1.0%	i	1%
> O=C1CCCc2sccc2N1
 : -7%	7%	2%	5%	3%	-18%	-0.1%	i	8%
> O=C(NCC(=O)N1CCCC(C(F)(F)F)C1)c1ccc(Oc2ccccc2)cc1 (stereo not drawn)
 : 1%	?	-24%	-8%	-43%	-9%	0.0%	i	9%
> CCOC(=O)C1CCN(C(=O)COc2ccc(S(=O)(=O)NC(C)(C)C)cc2)CC1
 : -10%	-3%	1%	-3%	-5%	1%	0.4%	i	0%
> NC(=O)c1cc(S(=O)(=O)NCCCc2ccccc2)cs1
 : 0%	?	nt	0%	-11%	-14%	0.6%	?	-1%
> Cn1c(=O)c(=O)n(C)c2cc(S(=O)(=O)N3CCN(c4ccc(F)cc4)CC3)ccc21
 : 0%&-7%	3%&3%	-8%&3%	8%	3%&-13%	4%&-1%	0.4%&0.1%	i	3%
> CN(CC(=O)N1CCN(c2cccc(Cl)c2)CC1)S(=O)(=O)c1cccs1
 : -6%	?	-16%	-2%	-13%	-17%	-0.9%	i	?
> CC[n+]1c(C)sc2c3ccsc3ccc21
 : 1%	6%	2%	0%	0%	-6%	2.6%	i	-4%
> COc1ccc(C(=O)NC(=S)NCc2ccccc2)cc1OC
 : 1%	-2%	-6%	-8%	-2%	3%	1.3%	i	26%
> CC(=O)c1sc2nc(-c3ccco3)ccc2c1N
 : 9%	?	53%[activator]	-5%	-54%	-20%	?	i	?
> COc1ccc2c(C)c(CC(=O)N3C[C@H]4C[C@@H](C3)c3cccc(=O)n3C4)c(=O)oc2c1OC
 : 11%	-1%	-5%	9%	-10%	22%	0.4%	i	0%
> CCOc1ccc2oc(C(=O)N3CCCN(C)CC3)c(C)c2c1
 : 11%	0%	5%	4%	-18%	11%	2.1%	i	?
> O=C(NCCN1CCOCC1)C1CC(=O)N(c2ccc(F)cc2)C1 (stereo not drawn)
 : 2%	5%	1%	25%	-10%	-1%	2.2%	i	13%
> Cc1ccc(-n2c(SCC(=O)Nc3ccc4c(c3)OCCO4)nnc2-c2ccco2)cc1
 : -13%	?	-9%	9%	-9%	26%	3.2%	i	25%
> CC1CCN(C(=S)NC(=O)c2ccc(C(C)(C)C)cc2)CC1
 : 10%	5%	7%	0%	-22%	-1%	-0.2%	i	?
> Cc1ccc(-c2cc(C(=O)NCc3ccco3)c3ccccc3n2)s1
 : 12%	nt	3%	1%	1%	-2%	?	i	26%
> O=C(c1ccco1)N1CCN(C(=O)c2cc3cc([N+](=O)[O-])ccc3oc2=O)CC1
 : -29%	11%	-10%	16%	-17%	4%	10%	i	-8%
> O=C(Cc1cccc2ccccc12)NN=Cc1ccc2c(c1)CCC2
 : nt	nt	nt	-1%	5%	-3%	3.3%	i	nt
> Cc1ccccc1N1CCN(C2CCCN(C(=O)CCn3cnnn3)C2)CC1 (stereo not drawn)
 : -2%	9%	0%	7%	12%	3%	0.0%	i	0%
> CCc1nnc(NC(=O)CSc2nnc(C3CCCCC3)n2-c2ccccc2)s1
 : -3%	-19%	3%	-1%	-25%	-1%	-0.8%	i	14%
> COc1cc2c3c(c1OC)C1(C=CC(=NNC(N)=O)C=C1)CC3N(C(C)=O)CC2 (stereo not drawn)
 : ?	-5%	nt	-14%[57.1 µM]	19%	15%	-1.4%	i	0%
> Cc1ccc(NC(=O)CN(C)C(=O)Cc2ccc(Cl)c(Cl)c2)cc1
 : 0%	-23%	-18%	2%	-14%	7%	2.9%	i	6%
> CCOC(=O)[C@@H]1[C@H]2COc3ccc(Br)cc3[C@@H]2N2C(=O)N(c3ccccc3)C(=O)[C@@]12C
 : -3%	0%	-6%	3%	0%	-2%	3.3%	i	-26%
> C/C(CC(=O)NC(C)c1ccccc1)=N\NC(N)=S (stereo not drawn)
 : -3%	0%	1%	1%	-10%	-9%	-0.2%	?	-5%
> CC(=O)NNC(=S)Nc1cc(S(=O)(=O)N(C)C)ccc1C
 : 1%	-6%	1%	7%	-5%	2%	-0.1%	i	-8%
> NC(=O)C(CC(=O)O)NC(=O)[C@@H]1CCOc2c(I)cc([N+](=O)[O-])cc2C(=O)N[C@@H](CCC(=O)O)C(=O)N[C@@H](CO)C(=O)N1 (stereo partly drawn)
 : -6%	4%	5%	16%	1%	-25%	-0.9%	i	-8%

Next section:
Values run as follows: A549 viability	Nrf2 block	ATXN2 expr inh	EPAC2 antag	HepG2 viability	TGFb inhibitor	Nrf2 activator	S2 tox	MCF10A rereplic
> CCN(CC)c1ccc([N+](=O)[O-])cc1C(=O)N1CCOCC1
 : -8%	22%	1%	-3%	-4%	-17%	-0.6%	i	21%
> Cc1nc2ccccc2n1CC(=O)OCC(=O)N1CCC(C)CC1
 : 2%	-6%	-12%	0%	-11%	-8%	0.2%	i	-12%
> CCOCCCN1C(=O)CN(C2CCCCC2)C(=O)C1c1ccc(OCC)c(OC)c1 (stereo not drawn)
 : 6%	nt	0%	4%	-15%	-1%	-0.8%	i	-19%
> COc1cccc(CN2CCc3[nH]c(=S)[nH]c(=O)c3C2)c1
 : -2%	-8%	-4%	-3%	3%	-8%	0.4%	i	2%
> O=C(c1ccccc1F)N1CCN(c2ccc([N+](=O)[O-])c(NCC3CCCO3)c2)CC1 (stereo not drawn)
 : -12%	-4%	nt	-15%	-21%	?	0.6%	?	-6%
> O=C(CC12CC3CC(CC(C3)C1)C2)NCCN1CCOCC1
 : 3%	nt	-3%	12%	-20%	44%	-0.1%	i	-3%
> COc1ccc(/C=C/C(=O)NCCOc2ccc(C)cc2)cc1
 : 2%	-8%	-9%	7%	9%	2%	-0.1%	i	1%

3 compounds drawn at random from the list so far:
Values run as follows: A549 viability	Nrf2 block	ATXN2 expr inh	EPAC2 antag	HepG2 viability	TGFb inhibitor	Nrf2 activator	S2 tox	MCF10A rereplic
> O=C(c1ccccc1F)N1CCN(c2ccc([N+](=O)[O-])c(NCC3CCCO3)c2)CC1 (stereo not drawn)
 : -12%	-4%	nt	-15%	-21%	?	0.6%	?	-6%
> COc1cccc(CN2CCc3[nH]c(=S)[nH]c(=O)c3C2)c1
 : -2%	-8%	-4%	-3%	3%	-8%	0.4%	i	2%
> O=C(CC12CC3CC(CC(C3)C1)C2)NCCN1CCOCC1
 : 3%	nt	-3%	12%	-20%	44%	-0.1%	i	-3%
